ssDAF-12 act = activates DAF-12 receptor from parasite S. stercoralis; activation, % at 6.8 µM; actives 1% (n = 370,000); HEK293 ssDAF-12/GRIP1 lit1-tk-luc reporter, luminescence; % of 3 µM dafachronic acid response;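 active = activation above the mean over all tested compounds plus 3 SD, cut at about 0.9% in these data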;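 note: 0% = DMSO-only wells and 100% = 3 µM delta7-dafachronic acid wells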
NPR1 activator = GC-A (human) enzyme activation | HEK293 GC-A cells, cGMP TR-FRET, EC30 ANP; 0% at EC30 ANP, 100% saturating ANP | activation, % at 10 µM | actives 0.14% (n = 370,000); in the data active = activation above about 40%
SMARCA2 act = SMARCA2 function activation, primary screen; MG213 cells, MMTV-luciferase reporter, dexamethasone, overnight; activation, % at 9.1 µM; actives 1% (n = 370,000); AID 652017; in the data active = activation above about 7.8%;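 note: 0% = vehicle wells and 100% = reference activator wells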
KLK7 zymogen act = activators of human kallikrein-7 zymogen; actives 0.9% (n = 370,000); activation, % at 7 µM; purified proKLK7, EDANS-DABCYL substrate fluorescence; 100% is mature enzyme control, 0% vehicle;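 active = activation above the mean of all tested compounds plus 3 SD, computed per campaign excluding outliers beyond control limits, cut at about 13% in these data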
hcDAF12 agonist = activators of H. contortus DAF-12 nuclear receptor; actives 1.4% (n = 370,000); activation, % at 6.8 µM; AID 652067; HEK293 hcDAF-12 lit1-tk-luc reporter, luminescence; 0% DMSO, 100% Δ7-dafachronic acid;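 active = activation above the mean of all tested compounds plus 3 SD, cut at about 5.5% in these data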;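 note: 100% = response to 3 µM Δ7-dafachronic acid high control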
NPR2 activator = GC-B (human) receptor activation | actives 0.11% (n = 370,000) | P20594 | activation, % at 10 µM | HEK293-GC-B cells, CNP EC30, cGMP TR-FRET; 0% at EC30 CNP, 100% saturating CNP;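 active = activation at 10 µM reaching about 35% in either raw or pattern-adjusted values, limit read from the data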
Target sequence (P20594 whole entry, looked up): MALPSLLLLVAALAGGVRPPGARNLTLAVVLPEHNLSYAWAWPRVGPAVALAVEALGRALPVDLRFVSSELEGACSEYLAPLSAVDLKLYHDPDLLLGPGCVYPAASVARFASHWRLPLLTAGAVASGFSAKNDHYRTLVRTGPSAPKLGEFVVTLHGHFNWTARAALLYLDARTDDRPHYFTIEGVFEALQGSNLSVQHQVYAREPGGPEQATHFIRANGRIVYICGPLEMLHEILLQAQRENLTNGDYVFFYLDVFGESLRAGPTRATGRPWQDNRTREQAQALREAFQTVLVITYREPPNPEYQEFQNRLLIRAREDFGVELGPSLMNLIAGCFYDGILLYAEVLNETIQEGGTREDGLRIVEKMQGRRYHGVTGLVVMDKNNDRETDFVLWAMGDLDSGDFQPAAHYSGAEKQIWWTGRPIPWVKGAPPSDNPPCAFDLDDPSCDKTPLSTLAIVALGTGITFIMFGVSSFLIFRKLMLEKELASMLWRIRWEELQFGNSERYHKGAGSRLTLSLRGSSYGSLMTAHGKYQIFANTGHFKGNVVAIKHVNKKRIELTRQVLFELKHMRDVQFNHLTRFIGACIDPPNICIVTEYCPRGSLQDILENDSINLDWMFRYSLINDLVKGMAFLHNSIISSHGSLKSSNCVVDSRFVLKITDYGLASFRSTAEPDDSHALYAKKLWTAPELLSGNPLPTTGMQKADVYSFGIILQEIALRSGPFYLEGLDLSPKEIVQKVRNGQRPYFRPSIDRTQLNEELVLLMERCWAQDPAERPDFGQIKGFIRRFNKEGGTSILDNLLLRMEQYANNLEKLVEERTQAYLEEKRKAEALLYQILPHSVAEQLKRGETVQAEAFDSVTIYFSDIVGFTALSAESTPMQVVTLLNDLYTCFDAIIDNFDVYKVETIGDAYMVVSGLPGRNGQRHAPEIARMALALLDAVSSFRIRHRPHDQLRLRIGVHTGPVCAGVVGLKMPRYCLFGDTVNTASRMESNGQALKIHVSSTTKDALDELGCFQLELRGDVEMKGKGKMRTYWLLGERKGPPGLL
DAX1 inh-1 = inhibitors of human orphan nuclear receptor DAX1 (NR0B1); AID 504766; HEK293 Gal4-DAX1 luciferase reporter, luminescence; actives 0.99% (n = 340,000); inhibition, % at 6.75 µM;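 active = inhibition above the mean over all tested compounds plus 3 SD, cut at about 4.2% in these data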;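 note: 0% = DAX1-transfected cells with DMSO and 100% = empty-vector control cells with DMSO; inhibition shows as a rise in luminescence from relieved DAX1 repression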
hgDAF-12 ag = activates the H. glycines DAF-12 receptor ligand-binding domain. HEK293 GAL4-hgDAF12 UAS-luciferase reporter, agonist luminescence; normalized to butyrate control. activation, % at 6.8 µM. actives 1.8% (n = 370,000). AID 687014;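 active = activation above a cutoff set at the mean of all screened compounds plus 3 SD, cut at about 10% in these data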;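 note: 0% = DMSO wells and 100% = sodium butyrate wells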
FXN GAA850 act = increases GAA850 frataxin promoter reporter activity | HEK293 lucGAA850 FXN promoter luciferase reporter, 24 h; percent of 10 µM SAHA response | activation, % at 6 µM | actives 0.56% (n = 360,000) | AID 540364;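 active = activation above the average of all compounds screened plus 3 SD, cutoff fixed separately per campaign, cut at about 7.5% in these data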;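 note: 0% = DMSO wells and 100% = 10 µM SAHA wells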
HGIII-sPLA2 inh = Inhibits HGIII-sPLA2 liposome hydrolysis, primary screen | Q9NZ20 | QFRET BODIPY PC-A2 liposome hydrolysis, fluorescence | inhibition, % at 12.2 µM | actives 0.56% (n = 370,000) | AID 743126;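 active = inhibition above mean plus 3 SD of compounds lying within the high and low control bounds, cut at about 19% in these data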;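 note: 0% = median of test compound wells and 100% = no enzyme DMSO wells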
DAX1 inh-2 = blocks DAX1 repression of SF-1 activated StAR promoter; HEK293T StAR-luciferase reporter, SF-1/DAX-1 repression relief; inhibition, % at 6.8 µM; actives 1.1% (n = 370,000); AID 652010;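 active = inhibition above the mean over all tested compounds plus 3 SD, cut at about 3.6% in these data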;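 note: 0% = DAX-1 cells with DMSO and 100% = cells lacking DAX-1 with DMSO; higher inhibition means more luminescence from relief of DAX-1 repression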
* = called active by the depositor; . = not tested or not shown.

SMILES	ssDAF-12 act	NPR1 activator	SMARCA2 act	KLK7 zymogen act	hcDAF12 agonist	NPR2 activator	DAX1 inh-1	hgDAF-12 ag	FXN GAA850 act	HGIII-sPLA2 inh	DAX1 inh-2
O=C(CCC(=O)N1CCOCC1)Nc1nnc(C2CCCCC2)s1	-1.1	0	0	0.2	-0.8	8	-0.1	-1.5	0.6	3	-0.7
N#Cc1cccc(NC(=O)CN2C(=O)NC3(CCCCCC3)C2=O)c1	-1.1	1	-2	0.3	0.5	1	0.8	-1.9	-1.3	2	-1.0
O=C1CN(S(=O)(=O)c2cc(Cl)ccc2Cl)CCN1	-1.6	0	-5	-0.2	-2.7	7	-0.3	-0.9	1.9	8	0.5
CN1C(=O)C(CC(=O)NC2CCCCC2)SC1=Nc1ccccc1 (configuration not stated)	-0.5	0	-5	-0.4	-0.5	-2	0.2	-0.5	0.5	2	-0.1
CC(=O)Nc1ccc(Sc2ccc([N+](=O)[O-])o2)cc1	-0.3	1	-11	-0.4	0.9	3	-4.6	-2.3	-11	-8	-4.9
O=C(c1cc(-c2cccc(Cl)c2)on1)N1CCCC1	-0.5	-2	4	-0.1	2.1	2	3.7	7.0	4.5	-4	1.0
NC(=O)c1ccc2c(=O)n3c(-c4cccs4)csc3nc2c1	-0.9	4	3	0.5	-0.8	4	0.9	2.9	0.3	4	0.2
COc1cc(OC)c(OC)cc1/C=C1/Cc2ccccc2C1=O	-1.1	7	-1	21*	-0.2	-2	0.2	-1.7	-0.4	3	-0.2
N#Cc1c(-c2ccco2)c2c([nH]c1=S)CCCC2	-0.8	-1	1	0.3	0.0	-5	0.3	-1.7	0.8	-3	-0.1
CCOc1ccc2nc(NC(=O)C34CC5CC(CC(NC(C)=O)(C5)C3)C4)sc2c1	-0.6	2	1	0.1	3.0	-6	-0.1	7.7	1.4	-18	0.3
CC1(C(=O)NS(=O)(=O)c2ccccc2)CCN1C(=O)c1ccc(C2CCCCC2)cc1 (configuration not stated)	-0.3	3	-3	0.0	1.0	-1	.	0.8	2.5	-5	-0.1
NC(=O)c1ncc(C(F)(F)F)cc1Oc1cccnc1	-0.7	-2	-2	0.6	-0.2	-1	-0.6	-1.2	1.4	10	0.7
CCc1ccc(OC(C)C(=O)Nc2ccccc2C(=O)N2CCOCC2)cc1 (configuration not stated)	-1.4	-2	-4	0.2	-1.8	1	0.4	0.1	2.6	-5	-1.9
Cc1cc(C)cc(NC2=NCC(=O)N2Cc2ccccc2)c1	-0.1	1	-2	0.5	0.8	4	-0.7	2.2	2.4	-4	0.2
CCCCC1CC2=C(C(=O)OC(C)(C)O2)C(c2cccc3ccccc23)O1 (configuration not stated)	-0.2	-9	-7	0.5	-1.5	-4	.	3.8	.	3	-1.1
Cc1cc2nn(-c3cccc4ccccc34)nc2cc1N	-0.4	-3	1	-5.6	1.6	-5	0.1	2.8	0.1	-7	0.1
O=C(O)CC(NC(=O)C12CC3CC(CC(C3)C1)C2)c1cccc(Cl)c1 (configuration not stated)	-1.7	6	-2	0.1	-1.9	5	0.1	0.3	-0.2	13	0.2
CCOC(=O)c1ccc(NC(=O)CC2COc3ccccc3O2)cc1 (configuration not stated)	-1.3	4	2	0.0	-1.7	-2	-0.7	-0.9	1.2	-13	0.0
COc1ccc2c(c1)cc(C(=O)N[C@H](C(=O)N1CCC[C@H]1C(=O)O)C(C)C)n2C	-1.0	0	-3	4.0	0.7	-2	0.4	3.7	-0.2	0	1.3
O=C(COC(=O)c1ccc2c(c1)S(=O)(=O)c1ccccc1C2=O)NC1CC1	-1.0	0	-3	0.9	-1.0	-9	-0.1	0.3	-0.5	0	0.1
Cc1ccn2cc(C34CC5CC(CC(C5)C3)C4)nc2c1	-0.6	-3	2	-0.6	0.7	5	0.1	1.1	1.9	1	0.5
CCOC(=O)c1c(CSc2ccc(C)cc2)n(C)c2cc(Br)c(O)c(CN(C)C)c12	-1.4	-35	2	0.1	-1.6	-11	1.0	1.3	11*	-14	-0.1
CCN1C(=O)/C(=C2/Sc3ccccc3N2CC)S/C1=N\c1ncn[nH]1	-2.5	14	7	-1.3	-4.6	9	-1.1	-5.5	1.6	-12	-2.8
Cc1cc(C)n(C(=O)CCNC(=O)c2ccccc2Br)n1	-0.9	-3	-2	0.4	-0.1	2	0.8	-1.5	0.3	4	0.2
COc1cc([C@H]2[C@@H]3CCCC[C@]3(O)CCN2CC(=O)Nc2ccc(C)cc2C)ccc1O	-1.5	-3	0	0.2	-1.0	-7	-0.9	3.0	-3.2	-16	-1.4
COc1ccc(C2c3[nH]c4ccccc4c3CCN2Cc2cccn2-c2ncccn2)cc1C (configuration not stated)	0.6	-15	-1	2.4	3.9	-4	1.5	3.5	-0.3	-1	-0.8
Cc1cccc(NC(=O)/C=C/c2ccc([N+](=O)[O-])s2)c1	-1.2	3	2	-0.2	0.3	-2	-1.5	-8.1	-12	1	-1.8
COc1cccc(C(=O)N=c2sc3cc(S(C)(=O)=O)ccc3n2C)c1	-0.9	0	1	-4.9	-1.6	0	.	5.5	4.0	7	0.7
O=C(C[C@@H]1CC[C@@H]2[C@H](COC[C@H](O)CN2S(=O)(=O)c2ccccc2)O1)Nc1ccccc1	-0.8	3	-4	0.5	0.8	-3	.	1.1	.	3	2.1
CCN(CCC#N)c1ccc(/C=N/Nc2nc(C)cc(=O)[nH]2)c(C)c1	-1.3	-2	3	1.1	-2.1	0	1.3	3.0	1.9	4	-0.6

Whole records, looked up by structure. Screens in order: ssDAF-12 act, NPR1 activator, SMARCA2 act, KLK7 zymogen act, hcDAF12 agonist, NPR2 activator, DAX1 inh-1, hgDAF-12 ag, FXN GAA850 act, HGIII-sPLA2 inh, DAX1 inh-2
Shown for `COc1ccc2c(c1)cc(C(=O)N[C@H](C(=O)N1CCC[C@H]1C(=O)O)C(C)C)n2C` → -1.0, 0, -3, 4.0, 0.7, -2, 0.4, 3.7, -0.2, 0, 1.3
Shown for `Cc1ccn2cc(C34CC5CC(CC(C5)C3)C4)nc2c1` → -0.6, -3, 2, -0.6, 0.7, 5, 0.1, 1.1, 1.9, 1, 0.5

Carrying on:
SMILES	ssDAF-12 act	NPR1 activator	SMARCA2 act	KLK7 zymogen act	hcDAF12 agonist	NPR2 activator	DAX1 inh-1	hgDAF-12 ag	FXN GAA850 act	HGIII-sPLA2 inh	DAX1 inh-2
O=c1c2oc3ccccc3c2ncn1Cc1ccccc1F	-1.3	-10	1	0.5	0.7	0	-0.9	0.3	0.7	-2	-0.6
O=C(Nc1ccc(F)cc1)C(CCc1ccccc1)N1CCN(Cc2c(F)cccc2Cl)CC1 (configuration not stated)	-0.8	-1	-1	0.9	-0.3	-1	.	2.2	.	-4	0.7
O=C(CN1CCOCC1)Nc1ccc([N+](=O)[O-])cc1	-0.9	4	-2	0.0	-0.9	7	-0.2	0.2	-1.2	17	0.2
COc1ccc(/C=N/n2cnnc2SCCO)cc1OC	-1.1	4	1	1.1	-0.3	0	0.3	0.7	4.2	1	1.0
Cc1nnsc1-c1c(C(=O)Oc2ccccc2)c(C)nn1-c1ccccc1	-2.1	-5	-3	-0.1	-2.3	-2	.	-0.3	1.2	8	-0.6
CCOC(=O)C(CCCOc1cccc(CC)c1)C(=O)OCC	-1.1	0	-3	-0.4	-2.0	-5	0.1	-1.2	-1.1	5	-0.7
CCOCc1nnc(NC(=O)c2c(-c3ccccc3)noc2C)s1	-0.7	-2	-1	0.2	-1.3	5	0.9	2.2	1.8	-3	-0.1
Nc1cc(N)cc(Cc2ccccc2)c1	-1.2	0	1	0.3	-0.2	-1	.	-0.2	.	9	-0.3
CCCn1c(C(C)NC(=O)c2ccccc2)nc2ccccc21 (configuration not stated)	-1.8	-6	-4	0.8	1.9	0	0.3	-2.2	0.4	-2	-0.3
Cc1nc(SCC(=O)O)c2oc3ccccc3c2n1	-1.3	-2	2	-0.6	-1.0	2	1.4	0.3	-1.9	3	-0.3
CC(=O)Nc1ccc(-n2nnnc2SCC(=O)NCc2cccs2)cc1	-2.1	-1	-1	0.1	-0.8	5	2.0	1.8	2.4	-4	-1.2
CCCCn1c(O)c(C=NCCCN(C)C)c(=O)[nH]c1=O	-1.2	0	1	0.0	0.1	1	1.8	0.6	-2.2	1	0.2
COCCNC(=O)CN1C(=O)NC2(CCCCCC2)C1=O	-0.4	4	-2	0.2	-1.9	3	-0.8	-0.5	2.8	7	0.3
COc1ccccc1-c1cnc(C(O)c2ccc(CN3CCCCC3)cc2)[nH]1 (configuration not stated)	-1.1	-3	-4	-0.5	-0.9	1	.	0.1	1.8	-5	1.6
O=C(CCn1c(=O)sc2ccccc21)Nc1cccnc1	-1.8	0	6	0.2	-2.4	-2	-1.0	-1.4	-1.5	6	-0.3
O=C(Nc1ccc2c(c1)nc1n2CCN(C2CCCCC2)C1)c1ccco1	-1.3	0	0	-4.5	0.8	-8	-2.4	-3.1	-0.3	-2	-0.1
Cc1ccc(-n2c(SCC(=O)NCC3CCCO3)nc3ccccc3c2=O)cc1C (configuration not stated)	-1.3	-2	2	0.6	-1.8	4	-3.0	-1.6	-0.3	3	-2.9
C(=Cc1cnc2ccccc2n1)c1ccc2c(c1)OCO2	-1.5	14	-5	1.2	-2.1	-6	-5.3	-7.1	-14	-9	-0.3
CCN(CC(=O)Nc1ccc(NC(C)=O)cc1)C(=O)c1cccc(S(=O)(=O)N2CCc3ccccc3C2)c1	-1.1	-4	1	0.6	-0.4	-5	-1.5	0.4	-2.3	-2	0.2
CCCCSc1nc(N)c(C#N)c(-c2cccs2)c1C#N	-2.3	17	-4	-2.6	-2.6	3	-2.0	-6.0	1.4	-13	-1.5
Nc1sccc1C(=O)c1ccccc1	-0.8	6	1	0.0	1.2	2	.	0.5	.	-1	-0.1
CCN(CC(=O)Nc1ccc(C)c(S(=O)(=O)N(C)C)c1)Cc1ccccc1	-1.5	-2	-1	0.9	-1.4	2	0.5	2.8	1.1	-7	0.2
Cc1ccc(-n2ncc3c(=O)n(-c4ccc(C)c(C)c4)c(C)nc32)cc1	-1.1	2	7	-0.4	0.2	-1	0.5	2.2	0.1	3	-0.3
COc1ccc(CN2CCC(C(=O)c3cccc(Cl)c3)CC2)cc1	-1.3	1	2	0.5	0.7	2	4.0	4.0	1.4	-5	0.2
CN(C)S(=O)(=O)c1cccc(NC(=O)CSc2ncnc3ccccc23)c1	-1.9	-2	-4	0.4	-1.5	-1	-2.4	4.1	-0.9	-13	-1.7
Cc1ccc(-c2nnc(CSc3nnc(COc4cccc5ccccc45)n3-c3ccccc3)o2)cc1	-1.2	-4	-1	0.4	-2.0	-25	0.1	-1.3	-1.1	-2	0.4
CCOC(=O)c1c(NC(=O)CN2CCCc3ccccc32)sc(C)c1C	-0.4	-12	2	0.0	2.0	-14	0.5	2.4	3.5	-3	0.3
CCc1nnc(SCC(=O)Nc2nnc(C)s2)n1CC1CCCO1 (configuration not stated)	-0.5	0	0	-0.3	-0.3	6	0.1	1.1	-1.2	-2	1.5
CSc1ccccc1NC(=O)CCc1ccccc1	-1.5	3	2	0.1	-0.3	4	1.5	5.5	1.7	1	0.2
